# CHO-K1 Ca PAM: nonselective calcium activators in parental CHO-K1 cells, primary screen, counter-screen for M1 PAM project, cell-based, Fluo-8 calcium fluorescence, full deck, 1536-well; AID 602247, 2012; activation, % at 3 µM; ATP EC20; 0% at ATP EC20, 100% at ATP max; 360,000 compounds, 0.02% hits;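 active = activation above the run cutoff, the mean activation of all test compounds plus 3 SD, cut at about 40% in these data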;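 also: peak over basal fluorescence ratio in a 140 s read after ATP addition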
# CHRM1 agonist: human M1 muscarinic receptor agonists, primary screen, Fluo-8 calcium fluorescence, CHO-K1 cells, HTS | activation, % at 3 µM | 360,000 compounds, 0.33% hits | CHO-K1 hM1, agonist mode; 0% DMSO, 100% acetylcholine EC100;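 active = activation above the run's mean compound activation plus 3 SD, cut at about 16% in these data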;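 also: peak over basal fluorescence ratio within a 140 s kinetic read after compound addition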
# OXTR potentiator: human OXTR potentiators, primary screen, fluorescence, CHO-OTR cells, Fluo-8 calcium; activation, % at 3 µM; 320,000 compounds, 0.061% hits; Oxytocin receptor (Homo sapiens), P30559; Fluo-8 calcium fluorescence, potentiator mode; 0% = oxytocin EC15, 100% = EC100;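 active = activation above that plate's cutoff, the mean activation of tested compounds plus 3 SD, cut at about 6.6% in these data, passing the limit was not always enough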;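 also: 100% uses oxytocin at 75 nM as the full agonist control; some results filed as inactive read as strong as hits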
# Target sequence (P30559 whole entry, looked up): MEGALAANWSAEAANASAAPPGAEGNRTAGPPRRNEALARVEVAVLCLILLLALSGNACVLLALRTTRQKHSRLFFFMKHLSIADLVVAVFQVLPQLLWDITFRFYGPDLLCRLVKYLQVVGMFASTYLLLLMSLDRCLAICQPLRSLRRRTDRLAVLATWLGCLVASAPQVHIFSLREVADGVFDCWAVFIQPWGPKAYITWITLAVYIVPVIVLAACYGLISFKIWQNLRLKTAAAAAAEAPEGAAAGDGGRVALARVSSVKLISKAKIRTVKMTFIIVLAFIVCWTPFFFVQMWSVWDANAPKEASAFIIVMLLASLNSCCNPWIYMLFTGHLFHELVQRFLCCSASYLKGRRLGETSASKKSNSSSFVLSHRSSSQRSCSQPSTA
#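 Dosing: Single dose, 3.0 µM nominal final compound concentration | Material: Human OTR in CHO cells | Technique: Kinetic Fluo-8 calcium fluorescence | Benchmarks: EC15 oxytocin alone as 0%, 75 nM oxytocin as 100% | Probe or stimulus: Oxytocin at about EC15, sub-maximal agonist stimulus | Incubation: Compound 6 min at room temperature before oxytocin, 100 s read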
# TAAR1 agonist: human TAAR1 agonists, primary screen, Fluo-8 calcium fluorescence, CHO RD-HGA16 cells; Trace amine-associated receptor 1 (Homo sapiens), Q96RJ0; vehicle wells 0%, saturating PEA agonist 100%; activation, % at 3 µM; 360,000 compounds, 0.99% hits; AID 624467, 2012;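 active = activation above the mean activation of all test compounds in the run plus 3 SD, cut at about 38% in these data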
# Target sequence (Q96RJ0 whole entry, looked up): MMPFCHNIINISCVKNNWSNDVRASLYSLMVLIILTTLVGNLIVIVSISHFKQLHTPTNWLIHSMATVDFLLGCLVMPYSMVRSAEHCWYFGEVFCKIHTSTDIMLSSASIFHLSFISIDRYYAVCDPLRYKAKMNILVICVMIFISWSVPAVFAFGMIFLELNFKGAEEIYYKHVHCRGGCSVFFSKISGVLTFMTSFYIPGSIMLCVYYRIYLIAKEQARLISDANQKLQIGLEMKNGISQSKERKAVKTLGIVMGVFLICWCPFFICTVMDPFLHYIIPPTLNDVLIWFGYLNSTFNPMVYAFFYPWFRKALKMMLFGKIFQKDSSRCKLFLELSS
#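 System: CHO-derived RD-HGA16 cells with stable Gα16 and human TAAR1 / Times: 17-24 h plating, Fluo-8 75 min 37 °C, 30 min RT / Technique: calcium-sensitive Fluo-8 signal, excitation 470-495, emission 515-575 nm / Measure: % activation relative to PEA EC100 response / Benchmarks: DMSO and PEA EC100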
# CHO parental Ca: ATP-evoked calcium signal inhibitors, parental CHO, primary screen, counter-screen for OX1R antagonist project, cell-based, fluorescence, Fluo-8 calcium dye; parental CHO-K1, ATP-induced calcium, Fluo-8 fluorescence; inhibition, % at 5.6 µM; 330,000 compounds, 0.63% hits; AID 463079, 2010;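 active = inhibition above that plate's mean sample inhibition plus 3 SD, cut at about 26% in these data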;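 also: 0% = ATP-challenged DMSO wells and 100% = DMSO wells without ATP; some compounds past the cut are filed as inactive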
#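 Material – parental CHO cells · Reagent – ATP stimulus · Compound – single nominal dose of 5.6 µM per compound · Detection – Fluo-8 fluorescence · Read-out basis – percent inhibition of calcium signal · Controls – ATP-challenged DMSO wells low, unchallenged DMSO wells high · Repeats – no replicates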
# TAAR1 antag: human TAAR1 antagonists, primary screen, Fluo-8 calcium fluorescence, CHO RD-HGA16 cells; Trace amine-associated receptor 1 (Homo sapiens), Q96RJ0; 360,000 compounds, 1.5% hits; antagonist; inhibition, % at 3 µM; AID 624466, 2012;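 active = inhibition above a per-plate cutoff, the mean inhibition of test compounds on that plate plus 3 SD, cut at about 49% in these data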;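 also: 0% = DMSO plus EC80 beta-PEA response and 100% = DMSO alone without agonist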
#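 Material: RD-HGA16 CHO cells with stable hTAAR1 and Gα16; Dosing: single nominal final test compound concentration of 3 µM; Schedule: seeding 17-24 h prior, 75-min 37 °C, 30-min RT dye loading; Detection: kinetic Fluo-8 calcium fluorescence measurement; Measure: % inhibition from peak post-agonist over basal fluorescence ratio; Benchmarks: vehicle and agonist controls.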
# CHRM1 antagonist: human M1 muscarinic receptor antagonists, primary screen, CHO-K1 cells, Fluo-8 calcium fluorescence, 1536-well; Muscarinic acetylcholine receptor M1 (Homo sapiens), P11229; CHO-K1 hM1, ACh EC80 antagonist; inhibition, % at 3 µM; 360,000 compounds, 1.3% hits;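 active = percent inhibition above its own plate's cutoff, namely the mean of that plate's compound wells plus 3 SD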;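 also: peak over basal fluorescence ratio during 140 s after agonist addition; 0% = ACh EC80 plus DMSO and 100% = DMSO alone without agonist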
# M1 ag parental: counter-screen for M1 agonists: effect in parental CHO-K1 cells | Fluo-8 calcium fluorescence; scaled to maximal ATP response, vehicle zero | activation, % at 3 µM | 360,000 compounds, 0.48% hits; in the data active = activation above about 15%;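 also: untransfected CHO-K1 host cells lacking M1 receptor as counterscreen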
# CHO-K1 Ca antag: M1 antagonist counterscreen hit in parental CHO-K1 cells; ATP-induced calcium, Fluo-8 fluorescence; inhibition, % at 3 µM; 360,000 compounds, 0.6% hits;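 active = inhibition above a per-plate cutoff, the plate's mean sample inhibition plus 3 SD, cut at about 24% in these data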;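 also: 0% = DMSO plus EC80 ATP and 100% = DMSO alone without ATP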
# * hit, by the source's call; / = not tested or not shown.
SMILES,CHO-K1 Ca PAM,CHRM1 agonist,OXTR potentiator,TAAR1 agonist,CHO parental Ca,TAAR1 antag,CHRM1 antagonist,M1 ag parental,CHO-K1 Ca antag
O=C(c1cc(COc2cccc(C(F)(F)F)c2)on1)N1C[C@@H]2CCC[C@H]1C2,18.5,-0.3,-8.1,8.3,-5.7,6.8,0.3,2.9,-4.1
CCn1c(=O)c(C(=O)Nc2ccccc2)c(O)c2ccccc21,-16.4,2.1,-6.5,3.5,5.5,-8.4,-14.0,-0.8,19.9
Cc1cccc(NC(=O)CCc2c(C)nn(-c3ccc(N4CCCCC4)nn3)c2C)c1,9.4,-2.7,-6.2,5.1,-19.9,28.0,8.4,5.5,-13.0
CN(c1cccc(NS(=O)(=O)c2cccs2)c1)S(C)(=O)=O,-3.7,-1.1,-12.2,3.4,3.1,9.7,3.8,0.6,8.1
O=C(Nc1ccc(N2CCCCC2)cc1)c1cc(S(=O)(=O)N2CCOCC2)ccc1F,-9.8,-5.6,-8.1,4.0,0.6,-15.1,4.1,1.4,8.6
CSCC[C@H](NC(=O)c1cccc(S(=O)(=O)N2CCN(C)CC2)c1)c1nc2ccccc2[nH]1,12.4,-8.0,-1.3,-0.8,-21.1,-7.1,12.2,0.7,-12.9
CC(=O)Nc1ccc(C=CC=Cc2cccc([N+](=O)[O-])c2)cc1,16.1,-0.1,/,10.6,/,3.1,-14.5,0.9,-9.8
N/C(=N\OC(=O)c1ccccc1F)c1ccc([N+](=O)[O-])cc1,-10.1,-1.1,4.2,-0.5,-7.4,-24.3,10.0,0.4,11.5
COc1ccc(N2CCN(CC(=O)NCc3ccc(Cl)cc3)CC2)cc1,-6.5,-1.9,2.8,-1.6,-2.2,-16.1,2.8,0.5,-4.9
Cc1ccc2nsnc2c1S(=O)(=O)N1CCN(C(=O)C2CCCO2)CC1 (configuration not stated),2.4,-4.7,-5.4,3.7,-18.9,-3.3,-2.0,-0.3,15.2
CCCCCOc1ccc(N2C(=O)CC(N(O)c3ccccc3)C2=O)cc1 (configuration not stated),15.9,0.9,-11.9,8.9,-18.1,10.5,-15.4,0.9,-12.8
COc1ccc(NC(=O)CCN2CCCCC2)cc1,9.5,-14.1,-3.9,4.1,6.7,-5.6,-5.6,0.1,-16.2
CCN(CC)CCN(C(=O)c1ccc2c(c1)CCCC2)c1nc2ccc(C)cc2s1,9.1,-6.2,-7.6,2.1,-16.3,-35.1,-3.6,0.3,-2.0
CN(C)/C=N/c1cc(=O)[nH]c(=O)n1CC1CC1,10.2,-2.4,7.8,13.3,-11.3,2.9,-13.6,0.4,-17.1
Cc1cccc(N2C(=O)CC(SC(=Nc3ccccc3)Nc3ccccc3)C2=O)c1 (configuration not stated),9.6,-2.7,-9.5,6.4,-12.3,-1.0,-0.1,0.6,2.0
CC(=O)Nc1nc(C)nc(-c2ccccc2)c1C(C)=O,16.8,-2.3,-1.9,5.6,-1.7,-5.7,6.5,2.4,-1.7
CN1c2ccccc2C(=O)C(=C2SCCCS2)S1(=O)=O,4.4,-1.4,-2.8,-1.0,-5.8,-21.9,10.4,4.8,-9.8
O=C(NCC1CC1)C1(C(F)(F)F)CC(CCCO)CCCO1 (configuration not stated),13.2,-5.3,7.6,14.3,-14.0,-6.0,-1.4,0.6,-14.2
O=c1c2[nH]c3ccc(Cl)cc3c2ncn1CCN1CCCCC1,12.1,-5.4,-3.7,-2.6,3.3,4.8,-3.8,-0.5,-3.8
COc1ccc(/C=C/C(=O)NC(=S)Nc2ccccn2)cc1,-6.1,-1.5,-11.8,8.3,-1.4,-16.1,-5.1,-0.1,9.0
CC(=O)c1cccc(N(CC(=O)NCC2CCCO2)C(=O)CCC(=O)Nc2cc(C)on2)c1 (configuration not stated),-4.8,-1.6,-16.8,17.1,-3.4,-9.3,5.8,-0.5,7.0
C/C=C/c1ccc(OCCCCOc2ccc(OC)cc2)c(OC)c1,-11.8,-3.4,-4.9,-0.9,-18.3,-38.2,8.2,-0.9,16.7
Cc1ccc(NC(N)=S)cc1,18.0,-0.4,-5.5,3.0,-3.3,-2.6,-16.9,0.0,-4.9
O=C(COC(=O)c1cnccn1)Nc1ccc(Cl)cn1,-28.5,4.1,-9.7,0.3,14.3,8.6,-15.6,-0.2,27.4*

# Another view of part of the listing above:
# Screens in order – CHO-K1 Ca PAM | CHRM1 agonist | OXTR potentiator | TAAR1 agonist | CHO parental Ca | TAAR1 antag | CHRM1 antagonist | M1 ag parental | CHO-K1 Ca antag
COc1ccc(/C=C/C(=O)NC(=S)Nc2ccccn2)cc1
  -6.1 | -1.5 | -11.8 | 8.3 | -1.4 | -16.1 | -5.1 | -0.1 | 9.0
C/C=C/c1ccc(OCCCCOc2ccc(OC)cc2)c(OC)c1
  -11.8 | -3.4 | -4.9 | -0.9 | -18.3 | -38.2 | 8.2 | -0.9 | 16.7
CCN(CC)CCN(C(=O)c1ccc2c(c1)CCCC2)c1nc2ccc(C)cc2s1
  9.1 | -6.2 | -7.6 | 2.1 | -16.3 | -35.1 | -3.6 | 0.3 | -2.0

# Following part:
SMILES,CHO-K1 Ca PAM,CHRM1 agonist,OXTR potentiator,TAAR1 agonist,CHO parental Ca,TAAR1 antag,CHRM1 antagonist,M1 ag parental,CHO-K1 Ca antag
CN(CC(=O)NCCc1ccc(S(N)(=O)=O)cc1)CC(=O)Nc1ccc(F)c(F)c1F,-0.5,-1.7,-1.2,4.2,-7.6,-7.4,-0.2,0.1,-6.6
O=C(c1cnc2ccccn2c1=O)N1CCc2ccccc21,15.5,-2.2,-2.6,9.9,-10.9,-0.4,-8.7,0.5,-19.3
CCOC(=O)c1ccc(NC(=O)Cc2cccs2)cc1,4.3,-5.3,-7.2,1.9,0.2,-5.8,-0.7,0.9,-10.6
Cc1cc(C)cc(-n2c(C)c3c(C)nnc(C)c3c2C)c1,15.3,-8.6,-2.1,10.8,-7.5,-13.8,0.0,0.3,-14.3
CC1CCCN1CC#CC(O)(c1ccccc1)c1ccccc1 (configuration not stated),6.3,-8.8,-8.2,3.8,2.4,-20.6,100.0*,0.2,-5.5
COc1cc(/C=C2/C(=O)NN(c3cccc(C)c3)C2=O)ccc1OC(=O)c1ccco1,29.7,-4.1,-1.3,22.6,-6.6,0.6,-9.2,1.9,-10.4
Cc1cc(C(=O)Cn2nnc3ccccc3c2=O)c(C)n1-c1c(C)n(C)n(-c2ccccc2)c1=O,9.6,-9.1,-7.2,1.6,-5.6,19.1,1.4,0.2,-23.2
Nc1nc(-c2nc3ccccc3[nH]2)cs1,-7.7,-3.1,-16.5,12.5,-4.3,5.7,5.1,0.2,32.2*
Cc1ccsc1C1CC(=O)NC2=C1C(=O)CC(C)(C)C2 (configuration not stated),11.2,-4.2,-8.4,-0.1,-3.3,-8.7,-31.2,0.1,-1.6
Cc1cccn2c(=O)c(/C=N/O)c(N3CCCC3)nc12,19.0,-3.1,-3.1,1.6,-3.1,-2.5,-3.2,-0.1,-9.4
CC(C)[C@H](NC(=O)C1CCN(C(=O)[C@@H]2CCCN2)CC1)C(=O)NCc1ccc(F)cc1,11.6,3.3,-0.2,0.8,-2.8,-4.0,-3.6,1.4,-1.8
CCOC(=O)c1ccc(N2C(=O)c3n[nH]c(-c4ccco4)c3C2c2ccc([N+](=O)[O-])cc2)cc1 (configuration not stated),26.7,-3.5,-11.0,10.8,-23.7,-8.6,-10.0,0.8,-10.3
COc1cc(C(=O)Nc2ccc3c(c2)CCCN3C(=O)c2ccco2)c([N+](=O)[O-])cc1OC,7.0,-6.9,8.3,-0.8,-19.9,-4.6,-12.0,1.8,-3.4
COC(=O)c1ccc(CC(=O)c2ccc(O)cc2O)o1,19.9,0.5,-21.9,/,9.3,/,-3.7,-0.1,-10.7
O=C(CCC(=O)c1ccccc1)Nc1ccccc1,24.9,0.3,-7.5,2.5,-12.3,-40.7,-7.4,6.0,-9.4
O=C(Cc1ccccc1)c1c[nH]c(C(=O)NCCCn2ccnc2)c1,/,/,-4.7,10.2,10.1,11.5,/,/,/
Nc1nonc1-n1nnc(C(=O)N/N=C/C=C/c2ccccc2)c1CSC1=NCCS1,7.3,-4.0,-5.4,3.5,-9.8,-9.4,-7.5,0.6,4.6
O=C(CSc1nc2ccccc2o1)NC(=O)NCc1ccco1,20.9,-3.8,-10.5,6.9,-3.5,-14.1,-4.8,0.1,-10.5
Cc1cc(C)cc(C(=O)OCC(=O)NC2CCCC2)c1,5.6,-9.2,-1.5,1.0,-8.6,2.9,-3.6,2.0,-7.3
Cc1cccc(-n2c(SCc3cc(=O)n4ccsc4n3)nc3ccccc3c2=O)c1,18.1,0.2,-10.0,8.8,-15.8,-15.3,-56.4,0.8,-7.4
O=C(NCC1CCN(C(=O)c2cccc([N+](=O)[O-])c2)CC1)c1cccc([N+](=O)[O-])c1,11.5,-8.4,-4.8,-0.4,-13.7,5.8,-13.5,1.5,-12.6
COc1cc(C(C)=O)cc(OC)c1O,7.2,-2.2,/,0.3,/,-1.1,0.2,-0.2,0.8
Cc1cc(S(=O)(=O)N2CCN(c3ccccc3F)CC2)ccc1-n1cnnn1,7.6,-3.3,-13.2,-3.4,-4.0,0.4,-0.6,17.6*,0.8
O=C(CCNC(=O)Cn1ccc2ccccc2c1=O)NCc1ccccn1,-17.1,-2.6,-2.0,0.5,-6.7,-22.3,-11.3,0.0,2.7
OCc1cccc(-c2csc(C(O)c3ccccc3)n2)c1 (configuration not stated),17.4,0.9,/,4.1,/,-32.4,-10.0,2.0,-10.9
CCN(CC)C(=O)Cn1cc(C(=O)C(=O)N2CCN(c3ccccc3)CC2)c2ccccc21,10.1,-2.2,-8.1,3.0,-21.7,-26.9,-9.4,1.0,-5.2
O=C(NCC(c1cccs1)N1CCOCC1)c1cc2ccccc2oc1=O (configuration not stated),2.4,-5.0,-10.7,2.9,-21.7,4.7,-5.2,-0.1,-15.7
CC(C)CNC(=O)c1nn(Cc2ccccc2)c(=O)c2ccccc12,-2.2,-4.7,5.2,-2.6,-11.5,-20.2,0.4,-1.1,-19.0

# Screening data from PubChem BioAssay.
